SARS 3CLpro inh: SARS-CoV 3CLpro protease inhibition | AID 1706 | inhibition, % at 6 µM | recombinant SARS-CoV 3CLpro, quenched FRET peptide cleavage | 290,000 compounds, 0.14% hits | P0C6X7; in the data active = inhibition above about 12%
DUSP3 inh: blocks human VHR1 dual specificity phosphatase; recombinant VHR phosphatase, pNPP absorbance; inhibition, % at 13.3 µM; 290,000 compounds, 0.52% hits; in the data active = inhibition above about 50%; also: some compounds called inactive have numbers as strong as hits
Target sequence (P51452 whole entry, looked up): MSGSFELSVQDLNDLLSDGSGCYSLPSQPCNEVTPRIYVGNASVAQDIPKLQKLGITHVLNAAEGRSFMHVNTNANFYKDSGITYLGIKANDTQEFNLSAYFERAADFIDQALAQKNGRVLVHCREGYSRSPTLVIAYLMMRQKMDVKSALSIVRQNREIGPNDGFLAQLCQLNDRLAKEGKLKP
PrPC surface inh: cell surface PrPC inhibition, primary TR-FRET screen | 370,000 compounds, 0.43% hits | inhibition, % at 13.8 µM | TR-FRET read-out | P04156; in the data active = inhibition above about 24%; also: 0% = median of the test wells and 100% = reference compound wells
SSB-PriA inh: inhibitors of Klebsiella pneumoniae PriA binding to SSB C-terminal tail. AlphaScreen SSBct-PriA binding, biotinylated peptide. inhibition, % at 33 µM. AID 1272365. 430,000 compounds, 0.6% hits; in the data active = inhibition mostly above about 37%, no sharp cut-off; inactive = mostly below about 20%;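 also: plate controls were negative control peptide for no effect and reference peptide for full effect; strong numbers were not always called active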
Rv3671c protease: inhibits the M. tuberculosis serine protease Rv3671c | P9WHR9 | inhibition, % at 5.96 µM | 320,000 compounds, 0.048% hits | AID 2606; in the data active = inhibition above about 38%;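 also: extracellular domain of Rv3671c used as enzyme; 0% = enzyme with DMSO and 100% = no enzyme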
Target sequence (P9WHR9 whole entry, looked up, the tested form may be a part): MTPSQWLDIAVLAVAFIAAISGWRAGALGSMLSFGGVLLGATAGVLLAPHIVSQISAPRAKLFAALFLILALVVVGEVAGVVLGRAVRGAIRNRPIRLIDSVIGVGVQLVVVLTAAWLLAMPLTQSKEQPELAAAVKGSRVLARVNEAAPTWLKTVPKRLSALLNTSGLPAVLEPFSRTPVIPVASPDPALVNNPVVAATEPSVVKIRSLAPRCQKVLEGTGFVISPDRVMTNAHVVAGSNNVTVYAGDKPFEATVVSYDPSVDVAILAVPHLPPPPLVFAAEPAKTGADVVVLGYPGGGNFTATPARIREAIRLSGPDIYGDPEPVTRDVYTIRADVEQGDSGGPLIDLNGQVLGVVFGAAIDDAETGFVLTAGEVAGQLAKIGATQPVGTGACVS
BoNT F protease: BoNT F light chain protease inhibition | 360,000 compounds, 0.22% hits | inhibition, % at 10 µM | AID 588497 | Multiplex microsphere protease cleavage assay, flow cytometry; in the data active = inhibition above about 35%, passing the limit was not always enough; inconclusive = no clear call, values can overlap the other calls; also: plate controls were buffer without enzyme for full effect and enzyme alone for no effect
MazEF act: activators of E. coli MazEF toxin-antitoxin RNase; P0AE70; FAM/BHQ RNA-DNA oligo cleavage fluorescence, 5 h; activation, % at 20 µM; 350,000 compounds, 0.32% hits; AID 504720; in the data active = activation above about 50%
Target sequence (P0AE70 whole entry, looked up): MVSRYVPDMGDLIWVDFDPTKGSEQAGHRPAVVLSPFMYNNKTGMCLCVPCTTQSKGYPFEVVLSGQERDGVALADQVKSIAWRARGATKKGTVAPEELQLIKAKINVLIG
CCHF vOTU inh: CCHFV vOTU protease inhibition. Pep-AMC fluorescence. inhibition, % at 11.5 µM. 370,000 compounds, 0.55% hits. AID 651958; in the data active = inhibition above about 30%; also: 0% = vehicle wells with enzyme and 100% = no enzyme wells
Anthrax LF inh2: blocks Bacillus anthracis lethal factor protease; AID 588501; multiplex microsphere protease cleavage assay, LF; P15917; 360,000 compounds, 0.12% hits; inhibition, % at 10 µM; also: plate controls were buffer without enzyme for full effect and enzyme alone for no effect
BoNT A protease: blocks Botulinum neurotoxin A light chain protease; inhibition, % at 10 µM; AID 588499; 360,000 compounds, 0.17% hits; multiplex microsphere protease substrate cleavage, flow cytometry; also: plate controls were buffer without enzyme for full effect and enzyme alone for no effect
The depositor's hits bear a star; ? = inconclusive; . = not tested or not shown. Rule as the data show it, unless noted: active = inhibition above about 30%; inconclusive = no clear call, values can overlap the other calls; inactive = below that. This is a subset; rates above refer to the full screens.

Molecule,SARS 3CLpro inh,DUSP3 inh,PrPC surface inh,SSB-PriA inh,Rv3671c protease,BoNT F protease,MazEF act,CCHF vOTU inh,Anthrax LF inh2,BoNT A protease
CC(C)NC(=O)COC(=O)Cn1[nH]c(=O)c2ccccc2c1=O,1,8,-5,-9,4,-2,8,8,-3,-0.6
CC(C)Nc1nnc(SCC(=O)NCc2ccc3c(c2)OCO3)s1,0,5,-1,-2,-3,-7,-9,2,2,-0.5
COc1ccc(C)cc1NC(=O)CNc1ccccc1CN(C)C1CCCCC1,5,30,0,-5,8,-4,9,-3,-1,-0.5
O=C(CC1CCCC1)N1CCCC(Nc2ccc(F)cc2)C1 (centres undefined),3,2,5,11,-1,-15,2,4,-2,-4.3
CC(=O)Nc1ccc(C(=O)Nc2ccc(S(=O)(=O)Nc3nccc(C)n3)cc2)cc1,1,44,11,-23,-1,?,7,2,-12,3.1
Brc1cccc(CNn2cnnc2)c1,.,.,10,-11,-7,?,1,-9,-8,1.5
CC(C)n1c(O)c(N=NC(=O)CNC(=O)c2cccnc2)c2ccccc21,-5,6,-38,-3,-1,1,11,20,0,0.8
COc1cccc(C2=CC(=O)C[C@H](c3ccc(Cl)cc3)C2)c1OC,.,.,-3,-6,-9,-4,7,-2,0,-0.4
COc1ccc(-n2nc3c(c2NC(=O)c2ccc(N4C(=O)CCC4=O)cc2)CSC3)cc1,1,-3,9,1,-7,0,-1,-2,-4,-0.5
Cc1nnc(NC(=O)CSc2nnc(CCNC(=O)c3ccccc3F)n2C)s1,-5,8,3,-9,12,6,-1,6,-2,0.3
O=S(=O)(NCC(c1cccnc1)N1CCN(Cc2ccccc2)CC1)c1ccc(F)cc1 (centres undefined),5,15,-5,-2,8,3,3,10,5,1.9
CN(CC(=O)Nc1ccc(F)cc1)C(=O)COC(=O)c1ccccc1,.,.,5,-11,2,2,1,30*,-1,2.0
Clc1ccc(-c2cc3ccccc3nc2N2CCOCC2)cc1,3,8,3,-21,4,-2,-1,7,-8,0.2
Cn1c(SCC(=O)O)nnc1-c1ccc2ncccc2c1,-4,-9,5,.,8,.,.,-7,.,.
CC(C)c1ccc(/C=C/C(=O)NC2CCCCC2)cc1,0,0,6,-6,-8,-2,0,-13,0,0.2
CC(C)(C)OC(=O)N1CCCC1C(=O)NCCc1ccccc1 (centres undefined),-4,-15,-3,-21,-10,-5,-2,1,-9,-0.5
CN(CC(=O)Nc1ccc(Cl)c(C(F)(F)F)c1)C(=O)c1cccnc1Sc1ccccc1,3,0,3,1,-20,-5,-6,12,-1,-0.1
N/C(=N\c1nc2c(c(=O)[nH]1)CCCC2)Nc1ccc(Oc2ccccc2)cc1,-1,35,3,.,-1,-10,-1,-1,-5,0.4
CN(C(=O)c1ccc(Br)cc1)C1CCS(=O)(=O)C1 (centres undefined),.,.,-2,-10,1,10,8,-3,-6,-0.6
Cc1cc(OC(=O)c2cc(Cl)ccc2Cl)c([N+](=O)[O-])c(=O)[nH]1,0,17,2,-20,0,-8,4,3,3,-1.1
CN1CCC(=NNC(=O)CN(c2cccc([N+](=O)[O-])c2)S(=O)(=O)c2ccccc2)CC1,-2,-36,-3,3,-9,6,-18,-9,-2,0.5
CCN1CCN(c2c(Cl)cccc2NC(=O)c2ccc3nsnc3c2)CC1,4,14,-19,-6,0,?,-8,-8,25,6.1
O=[N+]([O-])c1cc(C(F)(F)F)ccc1N1CCCNCC1,6,31,-15,3,7,-2,5,4,-10,-0.3
S=c1[nH]c(-c2ccccc2)cs1,-1,13,-3,11,-1,-1,6,11,1,-1.2
CC(C)CCN1CCN(Cc2ccc(C(F)(F)F)cc2)CC1CCO (centres undefined),6,16,-3,-11,-2,-5,3,-5,-4,-0.7
CN(C)S(=O)(=O)c1ccc(C(=O)OCC(=O)Nc2ccccc2OC(F)F)cc1,1,27,-3,-12,1,-4,-7,-4,-2,-1.7
CC(=O)c1ccc2c(c1)N(Cc1ccccc1Cl)C(=O)C(C)S2 (centres undefined),.,.,0,.,.,1,.,7,-4,0.0
CC(Oc1ccccc1)C(=O)N1CCC2(CC1)Oc1ccc(F)cc1C(=O)C21CC(c2ccc(Cl)cc2)=NO1 (centres undefined),.,.,5,1,-15,-6,-5,1,1,-0.3
O=C(O)c1ccc(-c2noc(-c3cccc(F)c3)n2)cc1,.,.,2,-13,14,1,6,0,-5,-0.5
O=C(CSc1nc(Nc2ccccc2)nc(N2CCOCC2)n1)Nc1ccc2c(c1)OCCO2,1,14,-3,16,-5,-10,7,-9,2,-0.5
COc1ccccc1Oc1ccc2c(c1)C(=O)N(c1ccc(Br)c3cccnc13)C2=O,2,7,-1,-2,0,8,-9,2,0,0.6
Cc1cccc(NC(=O)/C(C#N)=C\c2cn(CC(=O)O)c3ccccc23)c1,7,26,-3,-1,1,0,10,12,-2,-0.8
CCn1c(=O)n(CC)c2cc(S(=O)(=O)Nc3ccccc3C)c(C)cc21,4,4,17,-7,5,0,-5,-3,-6,?
CC(C)Cn1c(C(C)C)nc([N+](=O)[O-])c1Sc1ccc(Cl)cn1,1,33,0,6,-4,3,1,-2,-2,-0.9
Cc1ccccc1C(=O)Nc1cccc(-c2ccc3nncn3n2)c1,2,-7,-17,7,-2,2,0,-2,-5,-0.2
CCOc1ccc(-n2c(SC(C)C)nc3c(c2=O)SCC3)cc1,1,-18,0,-5,10,7,-2,-7,-1,-1.1
NS(=O)(=O)c1ccc(CNC(=O)c2cccc(S(=O)(=O)N3CCc4ccccc43)c2)cc1,.,.,6,4,-14,0,8,2,5,0.1
COc1cc(C(C)=O)ccc1Oc1ncnc2c1cnn2-c1ccccc1,-1,-5,-4,-4,-2,-2,60*,2,0,-0.6
C[C@@H](C[C@@H](O)[C@H](O)C(C)(C)O)[C@@H]1CC[C@]2(C)C3=CC[C@H]4C(C)(C)C(=O)CC[C@]4(C)[C@H]3CC[C@@]12C,-1,5,4,2,-18,0,10,-3,-6,-0.3
Nc1c(C(=O)N2CCCC2)sc2nc(-c3ccccc3)ccc12,1,12,-2,-23,4,?,5,-3,-21,?
COc1ccc(C(=O)Oc2c(CN3CCOCC3)cc(Cl)c3cccnc23)cc1OC,-3,.,4,1,0,.,5,-1,.,.
CN(C)c1ccc(CNC(=O)c2ccc(CNc3c(N4CCCCC4)c(=O)c3=O)cc2)cc1,-3,-9,-2,-9,4,-5,4,11,-7,-0.3
O=C(CSc1ccc(-c2nc3ccccc3[nH]2)cn1)N1CCN(C(=O)c2ccco2)CC1,3,7,-6,-7,-6,11,1,0,1,1.0
Cc1cnc(NC(=O)c2nn(C)cc2[N+](=O)[O-])s1,-4,8,-6,-10,.,-16,16,-11,-6,-1.0
Cc1ccc(N2C(=O)C3NN=C(C(=O)OCc4ccccc4)C3C2=O)c(C)c1 (centres undefined),3,4,-5,-9,-6,-8,-1,24,-5,-1.1
O=C(O)c1ccc(CN2C(=O)CSC2=S)cc1,-4,25,-3,-12,-103,8,4,9,-4,-1.3
CS(=O)(=O)Nc1ccc2c(c1)[C@H]1C[C@H](CC(=O)NCc3cccc(F)c3)O[C@@H](CO)[C@H]1O2,.,.,4,.,.,-7,5,-12,-2,-0.8
COc1cc(C#Cc2ccc3cc(CCCO)oc(=O)c3c2)cc(OC)c1,.,.,9,-10,-38,-1,29,9,-2,0.4
CCOC(=O)C1=C(C)NC(=O)NC1c1ccc2c(c1)OCCO2 (centres undefined),-1,17,-6,-1,5,8,3,-10,-2,0.4
CCC(C)Nc1nc(SC(C(C)=O)C(C)=O)nc(N(C)C)n1 (centres undefined),0,11,0,1,-2,5,5,6,-4,-0.8

(further entries)
Molecule,SARS 3CLpro inh,DUSP3 inh,PrPC surface inh,SSB-PriA inh,Rv3671c protease,BoNT F protease,MazEF act,CCHF vOTU inh,Anthrax LF inh2,BoNT A protease
COC(=O)c1ccc(O)c(Sc2cc(C(=O)OC)ccc2O)c1,-2,-15,1,-2,-17,-6,7,1,-1,0.3
Cn1cc(S(=O)(=O)CC(=O)Nc2ccc3c(c2)OCCO3)c2ccccc21,6,18,4,-11,-3,1,3,3,-3,-0.5
COC(=O)C1(C)NC(c2ccc(O)cc2)C2C(=O)N(c3ccc(C)cc3)C(=O)C21 (centres undefined),-1,6,4,-7,6,8,4,-2,-3,-3.1
CCOC(=O)[C@H]1[C@H]2COc3ccc(Cl)cc3[C@@H]2N2C(=O)c3cc(C)ccc3NC(=O)[C@@]12C,.,.,-4,-34,-13,-9,10,-7,-8,-1.3
Cc1ccc(C(=O)C2CCN(S(=O)(=O)c3ccc(C(=O)O)cc3)CC2)cc1,-2,-58,-10,-6,9,7,-3,8,4,-1.9
C/C(=N\NC(=O)c1nnn(-c2nonc2N)c1CSc1ccc(C)cc1)c1ccco1,0,-8,7,.,-1,-6,-50,1,-4,-2.9
CC(C)Cc1ccc(CN2CCCC(NC(=O)CCCN3CCCC3=O)C2)cc1 (centres undefined),-2,-4,4,-20,-6,9,2,11,-3,1.5
Cc1cc(C(=O)NNC(=S)NC(C)c2ccccc2)cs1 (centres undefined),0,-12,9,7,-5,-1,2,7,0,-1.2
CN(CCNC(=O)C1(O)c2ccccc2NC(=O)N1c1ccccc1)Cc1ccccc1 (centres undefined),-3,-9,1,-16,-9,5,5,-7,7,1.1
Cc1cc(-c2csc(NCc3ccccc3)n2)c(C)n1C,5,18,.,-8,.,-79,-4,.,-33,4.7
COC(=O)c1c(-c2ccccc2)csc1NC(=O)c1ccco1,-3,12,3,4,3,-8,10,-2,-3,-0.2

An excerpt from above in order of formula weight, highest first:
Molecule,SARS 3CLpro inh,DUSP3 inh,PrPC surface inh,SSB-PriA inh,Rv3671c protease,BoNT F protease,MazEF act,CCHF vOTU inh,Anthrax LF inh2,BoNT A protease
C/C(=N\NC(=O)c1nnn(-c2nonc2N)c1CSc1ccc(C)cc1)c1ccco1,0,-8,7,.,-1,-6,-50,1,-4,-2.9
Cn1cc(S(=O)(=O)CC(=O)Nc2ccc3c(c2)OCCO3)c2ccccc21,6,18,4,-11,-3,1,3,3,-3,-0.5
COC(=O)c1ccc(O)c(Sc2cc(C(=O)OC)ccc2O)c1,-2,-15,1,-2,-17,-6,7,1,-1,0.3
